# OX1R antag-1 = OX1R (HCRTR1) antagonists, primary screen, fluorescence, CHO/OX1R cells, Fluo-8 calcium, orexin A; hit rate 0.43% among 330,000; Orexin/Hypocretin receptor type 1 (Homo sapiens), O43613; Fluo-8 calcium fluorescence; inhibition, % at 5 µM; AID 434989, 2010;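 active = inhibition above its plate's threshold, mean inhibition of all tested compounds on the plate plus 3 SD, cut at about 37% in these data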;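 also: 0% = orexin A challenge wells and 100% = SB-334867-A antagonist wells; not every result past the cut was called active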
# Target sequence (O43613 whole entry, looked up): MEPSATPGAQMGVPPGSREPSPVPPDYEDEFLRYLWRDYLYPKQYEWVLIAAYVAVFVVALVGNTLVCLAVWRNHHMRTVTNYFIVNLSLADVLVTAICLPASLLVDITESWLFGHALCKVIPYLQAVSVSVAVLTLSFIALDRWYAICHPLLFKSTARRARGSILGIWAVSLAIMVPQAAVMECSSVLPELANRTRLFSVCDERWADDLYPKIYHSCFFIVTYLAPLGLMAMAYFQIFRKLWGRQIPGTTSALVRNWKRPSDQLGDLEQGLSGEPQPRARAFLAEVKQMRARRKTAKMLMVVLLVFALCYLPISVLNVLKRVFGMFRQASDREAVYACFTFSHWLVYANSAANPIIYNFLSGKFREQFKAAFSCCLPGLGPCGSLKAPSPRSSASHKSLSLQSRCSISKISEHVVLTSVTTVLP
# OX1R antag-2 = antagonists of human orexin 1 receptor (OX1R) | inhibition, % at 6.6 µM | AID 485270, 2010 | OX1R-expressing cells, FRET antagonist read-out | hit rate 1.8% among 330,000; in the data active = inhibition mostly above about 38%, no sharp cut-off; inactive = mostly below about 40%;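 also: 0% = agonist challenge alone and 100% = reference antagonist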
# Active calls of the source: *. An unsorted share of the library, and some 2.1% of all compounds hit somewhere here.
# Values run as follows: OX1R antag-2, OX1R antag-1
1) N#C/C(=C\c1ccc(-c2cccc([N+](=O)[O-])c2)o1)C(=O)Nc1nc(-c2cccs2)cs1
 : 25, 11
2) Cc1sc2c(=O)n3c(nc2c1C(=O)NCCCN1CCOCC1)CCCCC3
 : 13, -25
3) COc1ccc(-c2ccc(C)cc2)cc1[C@H]1[C@@H]2C=CCC[C@@]2(C)C(=O)N1Cc1ccccc1
 : 37, -41
4) CC(=O)NC(Cc1ccc(F)cc1)C(=O)NC1CCN(C(=O)Nc2ccccc2C)CC1 (centres undefined)
 : 21, -11
5) COc1ccccc1-c1noc(CCC(=O)Nc2cc(C(F)(F)F)ccc2Cl)n1
 : 24, 6
6) COc1cc(S(=O)(=O)N2CCN=C2c2ccccc2)ccc1Cl
 : -4, -11
7) CC(C)(C)NC(=O)COc1coc(CN2CCN(C(=O)c3ccco3)CC2)cc1=O
 : 21, -5
8) CC(C)(C)NCc1cc(Br)ccc1OCc1cccs1
 : 6, -17
9) COc1ccc(N(CC(O)Cn2c(C)nc3ccccc32)S(=O)(=O)c2ccc(C)cc2)cc1 (centres undefined)
 : 8, -14
10) CCOC(=O)N1CCN(C(=O)C2CC(c3ccccc3OC)=NO2)CC1 (centres undefined)
 : 7, -26
11) CCN1CCN(c2cc(C)c3cc(NC(=S)N4CCCC4)ccc3n2)CC1
 : 9, -9
12) CCO[C@@H]1OC(C(=O)NC2CC2)=C[C@H](c2c[nH]c3ccccc23)[C@H]1CCCO
 : 22, -7
13) COc1cc(/C=C/c2noc(-c3ccccc3O)n2)ccc1OC(C)=O
 : 9, -8
14) Cc1cc(Cl)ccc1OCC(=O)OCC(=O)N(CC(C)C)c1c(N)n(Cc2ccccc2)c(=O)[nH]c1=O
 : 2, -34
15) N#Cc1c(-c2ccccc2)nc2n(c1=O)CCS2
 : 17, -11
16) S=C(Nc1ccccc1)N1CCOCCOCCN(C(=S)Nc2ccccc2)CCOCCOCC1
 : 8, -1
17) CC(C)(C)OC(=O)N1O[C@H]2CC1[C@@H]1[C@@H]2N=NN1CCc1ccncc1
 : 9, -5
18) O=C(CCCc1nc2ccccc2s1)Nc1ccccc1
 : 32, -31
19) c1ccc2c3c([nH]c2c1)C(C1CCCCC1)N(Cc1ncc[nH]1)CC3 (centres undefined)
 : 24, 24
20) Cc1[nH]c2ccccc2c1C(=O)C(=O)NCc1cccs1
 : 12, -5
21) CN(C)C1(CNC(=O)C2CCN(S(=O)(=O)c3cccc(C(F)(F)F)c3)CC2)CCCCC1
 : 2, -7
22) COC(=O)[C@]1(Cc2ccccc2)N[C@H](CN(C)C(=O)Nc2ccc(C(F)(F)F)cc2)[C@@H]2C(=O)N(C)C(=O)[C@@H]21
 : 0, -16
23) O=C(CSc1nnc(-c2ccc3c(c2)OCO3)o1)Nc1ncc(C(F)(F)F)cc1Cl
 : 8, -2
24) CN1CCC(OC(=O)Cc2ccc(Cl)cc2)CC1
 : -3, -2
25) CCOC(=O)NNC(=O)C12CC3CC(CC(C3)C1)C2
 : 1, -1
26) COc1ccc(OC)c(S(=O)(=O)NCC2CCCO2)c1 (centres undefined)
 : 0, 5
27) CC(C)(O)CCc1c(-c2ccc(O)cc2O)oc2c3c(cc(O)c2c1=O)OC(C)(C)C=C3
 : 12, 13
28) COc1ccccc1CCC(=O)Nc1cccc(S(=O)(=O)N2CCCCCC2)c1
 : 30, -15
29) N#Cc1nc(-c2ccco2)oc1N1CCCC1
 : 15, -8
30) NS(=O)(=O)c1ccc(NC(=O)CN2C(=O)c3ccccc3C2=O)cc1
 : 7, -8
31) COc1ccc(N2CC(C(=O)Nc3ccc(S(=O)(=O)Nc4nccs4)cc3)CC2=O)cc1 (centres undefined)
 : 8, -3
32) Cc1[nH][nH]c(=O)c1C(c1ccc(-c2cccc(Cl)c2)o1)c1c(C)[nH][nH]c1=O
 : 16, -1
33) C/C(Cl)=C\Cn1c(NCCc2ccccc2)nc2c1c(=O)n(C)c(=O)n2C
 : 7, -23
34) CCn1cc([N+](=O)[O-])c(C(=O)Nc2ccn(Cc3ccccc3F)n2)n1
 : 15, -4
35) CCc1ccccc1NC(=O)CSc1nnc([C@H](CCSC)NC(=O)OC(C)(C)C)o1
 : 8, -28
36) CCOC(=O)C1CCN(S(=O)(=O)c2ccc(OCC)cc2)CC1
 : 7, -24
37) Cc1cccc(C)c1OCC(=O)Nc1ccccc1N1CCCCC1
 : 11, -61
38) CCCc1nnc(NC(=O)c2c(O)c3c([nH]c2=O)CCCC3)s1
 : 8, -3
39) Cc1cc(C)n2cnnc2n1
 : 10, -25
40) Cc1cc(=O)[nH]c2ccc(S(=O)(=O)NC3CCCCC3)cc12
 : 8, -30
41) Nc1c(C(=O)CCC(=O)O)oc2ccc(Cl)cc12
 : 22, -16
42) COC(=O)c1cn(NC(=O)c2cccnc2)c(=O)c2ccccc12
 : 5, -12
43) C=CCOc1ccccc1CN1CCC(n2nccc2NC(=O)C2CCOC2)CC1 (centres undefined)
 : 0, -7
44) O=C(NCCO)c1cccc(Nc2nc(-c3ccccc3)c3cc(Cl)ccc3n2)c1
 : 10, -25
45) COc1ccc(NC(=S)N2CCN(c3ccccn3)CC2)cc1OC
 : 27, -9
46) Cc1ccc2c(c1)N(C(=O)CCC(=O)NC1CCN(Cc3ccccc3)CC1)CC(C)O2 (centres undefined)
 : 6, -28
47) Cc1ncc(CN2CCCC(CCC(=O)NCc3ccccc3F)C2)s1 (centres undefined)
 : 10, -18
48) C#CCSc1nc2ccccc2n1C(=O)c1ccc(S(=O)(=O)N2CCCCC2)cc1
 : 15, -1
49) COc1ccc(CNc2cccc3[nH]c(C(F)(F)F)nc23)cc1
 : 16, 6
50) COC(=O)c1cccc(C(=O)N2CCCC(C(=O)c3cccc(OC(C)C)c3)C2)c1 (centres undefined)
 : 15, -7
51) COc1ccc(N2C(=O)/C(=C\c3ccco3)N=C2SCC(=O)N(C(C)C)C(C)C)cc1Cl
 : 14, -33
52) CNC(=O)c1cc2c(s1)-c1ccccc1CC2
 : 45, -3
53) COC(=O)c1cccc(Nc2nc(-c3ccncc3)nc3ccccc23)c1
 : 1, -59
54) O=C(c1ccc(S(=O)(=O)N2CCCC2)cc1)N1CCC(CN2C(=O)c3cccc4cccc(c34)C2=O)CC1
 : 9, -14
55) COc1ccc2c(Cl)c(C(=O)NC3CCS(=O)(=O)C3)sc2c1 (centres undefined)
 : 34, -5
56) CCCCCCCCNC(=O)CC(NS(=O)(=O)c1ccc(NC(C)=O)cc1)C(C)C (centres undefined)
 : 11, -9
57) COc1ccc(CCN2CC34C=CC(O3)C(C(=O)NCc3ccccc3)C4C2=O)cc1OC (centres undefined)
 : 4, -24
58) CCCOc1ccc(-c2c(=O)n(OCC(=O)OCC)c3ccccc3[n+]2[O-])cc1
 : 20, -10
59) O=c1[nH]c2ccccc2c(O)c1-c1ccccc1[N+](=O)[O-]
 : 2, -1
60) Cc1ccccc1C(=O)NNC(=O)c1ccc(F)cc1
 : 24, -21

# Other entries.
# Values run as follows: OX1R antag-2, OX1R antag-1
61) COc1ccccc1/C=N/N1C(=O)C2C3C=CC(CC3)C2C1=O (centres undefined)
 : 27, -17
62) Cn1nccc1C(=O)N1CCOCC1
 : 0, -6
63) O=C(CSc1ncc(-c2ccccc2)n1-c1ccccc1)NCc1ccco1
 : 5, 3
64) CC1CCN(c2c(NCc3ccc(C(=O)NCc4ccco4)cc3)c(=O)c2=O)CC1
 : 8, -18
65) O=C(COc1ccc2ccc(=O)oc2c1)Nc1c(Cl)cccc1C(F)(F)F
 : 2, -17
66) O=[N+]([O-])c1ccc(COc2cccc3cccnc23)cc1
 : -2, -23
67) Cc1cccc(C)c1OCCCN1CCCC1
 : 24, -2
68) COc1cc(/C=N/NC(=S)NCc2ccccc2)ccc1OCC#N
 : 14, -8
69) Cc1ccc(CNC(=O)c2cc(-c3ccccc3)nn2Cc2cc(C)no2)cc1
 : 38, -33
70) Cc1nc2ccccc2c(=O)n1/N=C/c1ccccc1OC(F)F
 : 11, -23
71) CC(Sc1nc2ccccc2c(=O)n1CC1CCCO1)C(=O)N(C)c1ccccc1 (centres undefined)
 : 32*, -19
72) CCC1CCCCN1Cc1nc(Cc2ccccc2Cl)no1 (centres undefined)
 : 19, -10
73) O=C(Cc1ccc(S(=O)(=O)N2CCOCC2)s1)NC1CCCCC1
 : 3, -18
74) CC1CCCN(S(=O)(=O)c2ccccc2[N+](=O)[O-])C1 (centres undefined)
 : 10, -27
75) Cn1cccc1Cc1nnc(SCC(=O)Nc2ccc(Cl)cc2)n1-c1ccc(F)cc1
 : 11, -29
76) CCN1CCN(c2ccc(S(=O)(=O)N3CCCCC3)cc2NC(=O)CC(C)c2ccccc2)CC1 (centres undefined)
 : 9, -32
77) CC(=O)N1CCN(CCN(CC2C(C)C=C(C)CC2C)C(C)=O)CC1 (centres undefined)
 : 20, -11
78) COCc1cc(C)nc(N2CCOCC2)c1C#N
 : 9, -12
79) O=C(Cc1ccccc1)Nc1ccc(C(=O)NCC2COc3ccccc3O2)cc1 (centres undefined)
 : 12, 7
80) Cc1nc(=O)c(-c2ccccc2)c(C)n1-c1ccccc1
 : -3, 0
81) Cc1cnc(C(=O)Nc2ccc3c(c2)CCC3)cn1
 : 28, -12
82) O=C(Nc1ccccc1C(=O)O)c1cccc(C(=O)Nc2ccccc2C(=O)O)c1
 : -4, -16
83) CN(CCc1ccccn1)C(=O)CCC1CCCN(Cc2ccccc2OC(F)F)C1 (centres undefined)
 : 6, -22
84) CC(C)NC(=O)N(C)C[C@H]1Oc2ccc(NS(=O)(=O)c3ccccc3)cc2C(=O)N([C@H](C)CO)C[C@@H]1C
 : 6, -13
85) O=[N+]([O-])c1ccc(N2CCN(S(=O)(=O)c3ccccc3[N+](=O)[O-])CC2)cc1N1CCc2ccccc2C1
 : -4, -15
86) Cc1cccc(N2CCN(C(=O)COc3ccc4ccc(=O)oc4c3)CC2)c1C
 : 15, -20
87) CCOc1ccc(C(=O)Nc2nnc(S(=O)(=O)N(C)Cc3ccco3)s2)cc1
 : 12, -15
88) N#C/C(=C\c1ccc(Sc2ccc(Cl)cc2)o1)c1nc2ccccc2[nH]1
 : 37, 23
89) CC(C)(C)C(=O)Nc1ccc(C(=O)N/N=C/c2ccccc2OC(=O)c2ccc(Cl)cc2Cl)cc1
 : 21, -17
90) COc1ccc([N+](=O)[O-])cc1NC(=S)Nc1ccccc1
 : 47, 3
91) CCOC(=O)C1CCCN(C2=NC(=O)/C(=C/c3ccc(O)c(OCC)c3)S2)C1 (centres undefined)
 : 11, -18
92) O=C(O)c1c2c(nc3ccccc13)-c1ccccc1CC2
 : 15, -14
93) CCC(C)(C)n1nnnc1CN1CCC(NC(=O)c2ccc(Br)cc2)CC1
 : 10, -14
94) CN(C1CCS(=O)(=O)C1)S(=O)(=O)c1ccccc1[N+](=O)[O-] (centres undefined)
 : 4, 3
95) COc1ccc2c(c1)N(C)/C(=C1/SC(=S)N(NC(C)=O)C1=O)S2
 : 14, -21
96) O=C(Nc1ccc([N+](=O)[O-])cc1)OCCc1ccccn1
 : 0, -5
97) S=c1[nH]c2ccc3ccccc3c2[nH]1
 : 11, 6
98) CC(=O)c1sc(N2CCOCC2)nc1-c1ccccc1
 : 24, -14
99) COc1ccc([C@@H]2CC=C(C(=O)O)[C@H](c3cccc(Cl)c3)N2S(=O)(=O)c2ccc(Cl)cc2)cc1
 : 62*, 8
100) Clc1ccc(OCCOCCNCc2ccccc2)cc1Cl
 : -3, -16
101) Cc1nc(SCC(=O)O)c(C#N)c(C)c1CC(=O)c1ccccc1
 : 11, 0
102) CCOc1ccc(NC(=S)Nc2cc(OC)c(Cl)cc2OC)cc1
 : 22, -12
103) Cc1n[nH]c(=O)c2c(NC(=O)COC(=O)c3ncc(Cl)c(Cl)c3Cl)oc(C)c12
 : 53*, -10
104) Cc1cc2c(cc1C)NC1(C(=O)Nc3ccccc31)C1=C(CC(C)(C)CC1=O)N2 (centres undefined)
 : 7, -7
105) CCn1cc(C(=O)NCCO)c(=O)c2cc(F)c(N3CCN(C)CC3)cc21
 : -8, -3
106) CCOC(=O)C1CCN(C(=O)c2ccc3c(c2)C(=O)N(c2ccccc2C)C3=O)CC1
 : 29, -18
107) CC(C)(C)C(=O)/C=c1\[nH]c(=O)/c(=C\c2ccc(F)cc2)s1
 : 25, -18
108) COc1ccc(NC(=O)CCn2cccc2)cc1
 : 7, -12
109) COc1ccc(N2CCN(CCCNC(=O)c3cc4sccc4n3C)CC2)cc1
 : 20, -31
110) COc1cc(C2CC(=O)Oc3c2c(=O)n(C)c2ccccc32)cc(OC)c1OC (centres undefined)
 : -1, -15
